Compound activity as filed in PubChem.
A3G deaminase = APOBEC3G DNA deaminase inhibitors, primary screen, biochemical, fluorescence, single-stranded DNA substrate, uHTS; recombinant A3G, ssDNA deamination FAM/TAMRA fluorescence; inhibition, % at 20 µM; hit rate 0.28% among 330,000;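 active = inhibition of at least 40% at 20 µM, with no more than 30% in the related APOBEC3A deaminase screen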;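 also: plate controls were DMSO wells with A3G for no effect and wells lacking A3G enzyme for full effect; some compounds called inactive have numbers as strong as hits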
Target sequence (Q9HC16 whole entry, looked up): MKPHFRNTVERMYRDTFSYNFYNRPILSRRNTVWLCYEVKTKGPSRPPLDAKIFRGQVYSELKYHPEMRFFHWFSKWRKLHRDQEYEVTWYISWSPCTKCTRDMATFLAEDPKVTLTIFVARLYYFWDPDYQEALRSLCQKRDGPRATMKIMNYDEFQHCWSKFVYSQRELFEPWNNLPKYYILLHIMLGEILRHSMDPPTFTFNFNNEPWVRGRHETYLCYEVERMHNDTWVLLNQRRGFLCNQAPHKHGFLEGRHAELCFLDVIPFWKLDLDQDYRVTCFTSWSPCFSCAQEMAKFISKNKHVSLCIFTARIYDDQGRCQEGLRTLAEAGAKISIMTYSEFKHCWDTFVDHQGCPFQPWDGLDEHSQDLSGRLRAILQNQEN
mIAP activ = activators of mouse IAP, primary screen, biochemical, luminescence, uHTS. intestinal alkaline phosphatase [Mus musculus]. muIAP, CDP-Star luminescence, 30 min; active compounds read high; 1 = vehicle-only enzyme signal, 0 = enzyme-free wells. activation factor at 10 µM. hit rate 0.24% among 330,000. AID 2805, 2010;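 active = activation factor of at least 2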; also: the source names both 10 and 20 µM as test concentration; values of inactives mirror those of a sister screen read the other way
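Assay system: mouse IAP enzyme; reagent: chemiluminescent substrate CDP-Star; dosing: test compounds delivered from DMSO solution; schedule: 30 min at room temperature; measured by: luminescence from enzymatic CDP-Star hydrolysis; controls: DMSO-only wells and no-enzyme negative control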
tim10-1 inh = growth inhibitors of tim10-1 mutant yeast, primary screen, luminescence, uHTS; S. cerevisiae tim10-1 ts strain growth, BacTiter-Glo, 24 h; inhibition, % at 20 µM; hit rate 2.2% among 330,000; AID 463190, 2010;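 active = inhibition of at least 40%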;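 also: mutant grown at 25 °C; 0% = DMSO wells with yeast and 100% = wells holding no yeast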
hIAP inh = human IAP inhibitors, primary screen, biochemical, luminescence, uHTS; Intestinal-type alkaline phosphatase (Homo sapiens), P09923; purified IAP, CDP-Star luminescence, 30 min; inhibition, % at 10 µM; hit rate 0.12% among 330,000; AID 2544, 2010;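 active = inhibition reaching a set limit with compound at 10 µM in the primary screen, cut at about 35% in these data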;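 also: plate controls were DMSO wells with enzyme for no effect and no-enzyme buffer wells for full effect; values of inactives mirror those of a sister screen read the other way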
Target sequence (P09923 whole entry, looked up): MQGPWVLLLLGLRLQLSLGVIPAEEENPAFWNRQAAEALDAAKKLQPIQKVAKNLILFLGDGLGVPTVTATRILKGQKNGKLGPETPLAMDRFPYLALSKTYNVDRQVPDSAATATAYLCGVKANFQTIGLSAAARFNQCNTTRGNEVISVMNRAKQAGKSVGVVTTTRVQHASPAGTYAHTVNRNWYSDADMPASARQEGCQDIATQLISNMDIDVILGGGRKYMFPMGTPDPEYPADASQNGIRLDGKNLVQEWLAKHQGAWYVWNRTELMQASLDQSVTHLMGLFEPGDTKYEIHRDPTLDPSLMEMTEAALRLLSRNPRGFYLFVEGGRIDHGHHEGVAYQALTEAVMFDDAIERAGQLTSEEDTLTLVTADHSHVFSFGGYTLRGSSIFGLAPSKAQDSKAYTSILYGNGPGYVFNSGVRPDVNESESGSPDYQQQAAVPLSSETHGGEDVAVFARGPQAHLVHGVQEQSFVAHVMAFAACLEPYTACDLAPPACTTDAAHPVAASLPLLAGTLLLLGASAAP
MIN6 prolif = inducers of MIN6 beta-cell proliferation, primary screen, ATP luminescence, uHTS. MIN6 cells proliferation, ATPlite luminescence, 48 h; cells starved in 0.2% serum; 100% = growth in 10% serum. proliferation, % at 10 µM. hit rate 0.29% among 330,000. AID 2380, 2010;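 active = compounds whose signal lies at least 3.5 SD above the mean of all wells on their plate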;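 also: 0% = DMSO-treated cells in low-serum medium and 100% = 10% serum control; some compounds called inactive have numbers as strong as hits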
APOBEC3A inh = APOBEC3A ssDNA deaminase inhibitors, primary screen, selectivity assay for APOBEC3G inhibitor project, biochemical, FAM/TAMRA oligo cleavage fluorescence | inhibition, % at 20 µM | DNA dC->dU-editing enzyme APOBEC-3A (Homo sapiens), P31941 | AID 493011, 2011 | hit rate 0.41% among 330,000 | recombinant A3A, FAM/TAMRA ssDNA deamination fluorescence;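 active = at least 40% inhibition at 20 µM here, with at most 30% in a related deaminase screen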;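 also: plate controls were A3A with DMSO for no effect and wells lacking A3A enzyme for full effect; some results filed as inactive read as strong as hits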
Target sequence (P31941 whole entry, looked up): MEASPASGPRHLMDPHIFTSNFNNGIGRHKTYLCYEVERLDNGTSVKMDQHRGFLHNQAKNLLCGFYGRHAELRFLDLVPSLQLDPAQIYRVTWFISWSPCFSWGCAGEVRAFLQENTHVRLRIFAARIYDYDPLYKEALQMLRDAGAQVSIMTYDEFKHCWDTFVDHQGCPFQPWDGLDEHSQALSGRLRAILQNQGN
NLRP3 yeast inh = NALP3 inflammasome inhibitors in reconstituted yeast, primary screen, luminescence, uHTS. Yeast reconstituted NLRP3/ASC/caspase-1, beta-gal luminescence, 24 h. inhibition, % at 10 µM. hit rate 0.39% among 330,000;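 active = inhibition of 50% or more; inactive = inhibition below 50%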;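 also: plate controls were induced DMSO wells for no effect and uninduced yeast grown without galactose for full effect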
TIM10 inh = growth inhibitors of isogenic TIM10 control yeast, primary screen, counter-screen for tim10-1 yeast inhibitor project, luminescence, uHTS | S. cerevisiae TIM10 strain growth, BacTiter-Glo luminescence, 24 h | inhibition, % at 10 µM | hit rate 1.4% among 330,000 | AID 463195, 2010;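 active = inhibition of 40% or more at the single tested concentration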;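 also: wild-type TIM10 isogenic control strain grown at permissive 25 °C; 0% = DMSO yeast wells and 100% = minimal medium wells without yeast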
mIAP block = inhibitors of mouse IAP, primary screen, biochemical, luminescence, uHTS; intestinal alkaline phosphatase [Mus musculus]; purified mouse IAP, CDP-Star luminescence, 30 min; inhibition, % at 10 µM; hit rate 0.2% among 330,000;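 active = inhibition of at least 40% at 10 µM in the primary screen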;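 also: plate controls were DMSO with enzyme for no effect and no enzyme wells for full effect; values of inactives mirror those of a sister screen read the other way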
Numbers without * were called inactive.

Second line of a record: NLRP3 yeast inh, A3G deaminase, mIAP activ, tim10-1 inh, mIAP block, TIM10 inh, hIAP inh, APOBEC3A inh, MIN6 prolif
> COCCCNc1nc2nonc2nc1N1CCN(Cc2cccc(C)c2)CC1
→ 5.2, -9.2, 1.01, 8.8, -1.3, -3.7, -8.5, 2.4, -1.6
> CN(Cc1c(F)cccc1Cl)C(=O)c1cc2ccccc2o1
→ 34.7, -9.9, 0.993, 13.6, 0.7, 14.2, -1.0, -1.3, -3.5
> CC1CCN(C(c2ccc(N(C)C)cc2)c2nnnn2Cc2ccccc2)CC1 (stereo not given)
→ 15.3, -5.5, 0.998, 30.5, 0.2, 21.9, 21.1, -4.7, -2.2
> Cc1ccc(NC(=O)CN2CCCCCC2)cc1[N+](=O)[O-]
→ -6.4, -8.6, 0.877, -0.1, 12.3, 1.8, 19.3, -1.2, 2.0
> CCOC(=O)N1CCN(S(=O)(=O)c2ccc(C(=O)Nc3sc4c(c3C(=O)OC)CCN(C)C4)cc2)CC1
→ 22.8, -6.6, 0.952, -9.1, 4.8, 10.9, -5.7, -2.1, -6.9
> CCOC(=O)c1ccc(NC(=O)N2CCOCC2)cc1
→ -7.6, -10.3, 1.09, 8.8, -9.0, 13.4, -3.8, 6.2, -1.9
> CCCS(=O)(=O)N1CCCC(C(=O)Oc2ccc(C)c(C)c2)C1 (stereo not given)
→ 7.8, -5.8, 0.993, 6.1, 0.7, 7.5, 19.1, -3.1, -1.3
> O=c1c(Cl)c(NCCO)cnn1-c1cccc(Cl)c1
→ 14.1, -9.0, 1.05, 13.1, -5.1, -6.2, -10.8, 1.1, -0.3
> COc1ccc(NC(=O)C2CC(c3cccc(Br)c3)=NO2)cc1OC (stereo not given)
→ 6.8, -1.4, 1.03, 25.7, -3.3, 8.4, -8.4, -4.3, -3.1
> O=C(/C=C/Nc1ccccc1)c1cnc(-c2ccccc2)s1
→ 8.7, 9.3, 1.1, 24.6, -10.1, 3.6, -14.1, -3.0, -1.2
> COc1ccc(NC(=O)[C@@H]2CCCN2C(=O)[C@@H]2Cc3ccccc3CN2C(=O)OC(C)(C)C)cc1
→ 23.4, 15.2, 1.1, 11.0, -10.3, 8.0, -7.4, 1.8, -8.1
> COc1ccc(N(Cc2ccccc2)S(=O)(=O)c2cccc(C(=O)O)c2)cc1
→ 1.4, -9.6, 0.967, -7.5, 3.3, -1.9, -20.7, -0.7, -3.3
> CCCOc1ccccc1OCC(=O)Nc1ccc(S(=O)(=O)N2CCCCC2)cc1
→ 14.0, -4.3, 0.969, 41.4*, 3.1, 7.4, -5.3, 3.1, -3.9
> COc1ccccc1N1C(=O)c2ccc(C(=O)Nc3cccc(C(C)=O)c3)cc2C1=O
→ 6.9, -1.5, 0.927, -9.6, 7.3, 5.6, 0.8, -0.9, -1.0
> CNS(=O)(=O)c1cc(NC(=O)c2cnc(SC)n2-c2ccccc2)ccc1C
→ 0.1, -8.0, 0.989, 1.5, 1.1, -6.6, -4.1, -2.5, 0.0
> CCCc1cc(=O)[nH]c(SCC(=O)Nc2nc3ccc(OCC)cc3s2)n1
→ 18.2, -6.1, 0.981, 0.2, 1.9, 1.7, -0.7, 0.5, 1.0
> c1ccc(-c2cc(-c3ccccc3)[nH]n2)cc1
→ 36.1, -3.7, 1.02, 7.0, -2.0, 22.4, -1.8, 1.5, 0.6
> C[n+]1ccn(CC(=O)c2cc(C(C)(C)C)c(O)c(C(C)(C)C)c2)c1
→ 16.4, -3.5, 0.986, -6.4, 1.4, -6.1, 5.4, -8.7, -4.1
> O=C(NCCCN1CCCCC1)C1(S(=O)(=O)c2ccc(Cl)cc2)CC1
→ 28.6, 12.0, 1, 11.1, -0.2, 2.2, -11.0, 5.3, 0.4
> CCCn1c(N)c(N(CCOC)C(=O)/C=C/c2cccc(Cl)c2)c(=O)[nH]c1=O
→ 16.6, -4.7, 1.02, 12.9, -2.1, 9.2, 6.6, -1.9, 0.4
> Cc1cc(C)n(-c2ccc(C(=O)Nc3nnc(C)s3)cc2)n1
→ 10.9, -0.1, 1.07, 2.2, -7.3, -12.7, -6.6, 2.4, -3.4
> CCCCCn1c(=N)c(S(=O)(=O)c2ccc(Br)cc2)cc2c(=O)n3cccc(C)c3nc21
→ 10.9, -10.3, 0.847, 39.2, 15.3, 0.9, 0.9, -5.1, -0.1
> Cn1c(-c2ccc3c(c2)OCO3)cc(=O)c2ccccc21
→ -1.1, -7.6, 0.959, 12.3, 4.1, -0.5, 3.0, -2.6, -0.9
> Cc1cc(OCC(=O)NCc2ccccn2)c2c(C)c(C)c(=O)oc2c1
→ 0.3, -3.1, 1.02, 21.7, -2.1, 7.8, -30.9, -2.1, -0.6
> COCCNC(=O)C1CC(=O)N(C2CCCCC2)C1 (stereo not given)
→ -8.3, 1.7, 1.1, 4.8, -9.9, -0.8, -3.5, -0.4, -2.6
> CCn1ncc(C2=NOC(C(=O)Nc3cccc(O)c3)C2)c1C (stereo not given)
→ 13.5, 5.6, 0.967, -1.1, 3.3, -6.4, 0.1, -0.4, -4.1
> Cc1ccc(NC(=O)CCC(=O)N/N=C/c2coc3ccccc3c2=O)cc1
→ -9.3, -3.7, 0.986, -24.8, 1.4, 4.8, -2.4, 0.3, -3.0
> CCCC(CCC)C(=O)Nc1cccc(C(=O)O)c1
→ 5.0, -4.2, 0.995, 9.1, 0.5, -16.1, -7.8, -3.7, 0.7
> Cc1ccc(Cl)cc1NC(=O)CSc1nncn1-c1ccccn1
→ 16.2, -6.0, 0.973, 8.1, 2.7, 7.1, 13.2, -1.4, -1.7
> COc1ccc(C(CNC(=O)c2ccc(Cl)c(NC(=O)c3cccs3)c2)N2CCCC2)cc1 (stereo not given)
→ 12.3, -7.8, 0.998, -0.4, 0.2, -10.1, 12.3, -1.9, 0.5
> COc1ccccc1N(CC(=O)Nc1ccccc1C)S(C)(=O)=O
→ 5.8, -4.5, 0.969, -1.3, 3.1, -1.2, -25.7, -4.5, -1.8
> O=C(Nc1nnc(S(=O)(=O)N2CCCCCC2)s1)c1ccccc1
→ 16.9, -6.8, 1.04, 10.5, -4.5, 22.6, -19.8, 0.6, -2.0
> CCCC(=O)Nc1ccc(Nc2ccccc2)cc1
→ 44.6, -4.9, 0.944, 9.2, 5.6, 6.6, 11.3, 3.9, 0.0
> O=C(Nc1ccc(OC(F)(F)F)cc1)C1CCCN(C(=O)c2ccc(Cl)cc2)C1 (stereo not given)
→ 18.8, -0.6, 1.22, 1.2, -21.8, 14.1, -6.7, 4.1, -6.4
> CN1C(=O)c2ccccc2C(C(=O)O)C1c1cccc(F)c1 (stereo not given)
→ 18.3, -3.2, 1.16, 3.7, -15.6, 19.7, -0.9, -2.0, -0.7
> Fc1ccccc1N1CCN(CC2CC3C=CC2C3)CC1 (stereo not given)
→ 14.5, -0.4, 0.988, -2.0, 1.2, -44.4, -10.4, 0.0, -1.8
> CC(C)c1ccc(NC2CCCN(C(=O)c3ccc(Cn4cnnn4)cc3)C2)cc1 (stereo not given)
→ 2.4, -3.9, 0.967, 5.7, 3.3, 1.8, -12.3, -7.8, 3.6
> CCN(CC)S(=O)(=O)c1ccc(OC)c(NC(=O)c2cccs2)c1
→ 28.7, -8.5, 1.03, -6.6, -3.0, -6.5, 1.6, -1.5, -2.3
> CCOC(=O)Cn1c2[n+](c3ccccc31)CC(O)CS2 (stereo not given)
→ 14.6, 30.0, 0.927, -12.8, 7.3, 0.0, -19.2, 69.3*, -3.8
> CCOC(=O)CSc1nc2cc(C(=O)NCc3ccco3)ccc2c(=O)n1-c1ccc(F)cc1
→ -7.6, 2.6, 1.09, -1.8, -9.3, -1.2, 4.6, 2.7, -0.7
> O=C(CNc1ccccc1F)Nc1cccc2ccccc12
→ 6.1, -4.9, 0.964, -12.6, 3.6, 23.7, -3.0, 9.3, -1.2
> CC(C)CCNC(=O)C1c2ccccc2Oc2ccccc21
→ 2.7, 0.0, 1.12, -15.6, -12.4, 0.1, -0.3, 1.3, 0.2
> CCOC(=O)C1CCCN(Cc2ccc(OC)c(OCc3ccccc3)c2)C1 (stereo not given)
→ 18.1, 9.9, 1.16, 17.2, -15.8, 2.2, -21.6, 6.8, -3.2
> Cc1ccccc1C(=O)NCC(=O)OC(C)C(=O)Nc1ccnn1C(C)C (stereo not given)
→ 13.9, -7.5, 0.961, -16.5, 3.9, -8.2, -1.5, 3.2, 1.0
> Cc1ccc(NC(=O)Cc2noc3ccccc23)c(C)c1
→ 7.6, -1.6, 0.938, 8.3, 6.2, 8.0, -14.1, -0.8, 2.9
> COC(=O)C1(Cc2ccc(O)cc2)OC(=O)C(O)=C1c1ccc(O)cc1 (stereo not given)
→ 1.4, 4.8, 0.932, 17.0, 6.8, 6.7, 15.2, 12.6, 3.2
> N#C/C(=C\c1ccncc1)c1nc2ccccc2c(=O)[nH]1
→ -20.4, -0.9, 0.978, 3.9, 2.2, -15.2, -14.2, -1.1, -3.3
> O=C(C/C=N\OCc1c(Cl)cccc1Cl)Oc1ccc(Cl)cc1Cl
→ 9.6, -9.2, 0.946, -9.4, 5.4, 2.7, 8.0, -6.5, -0.1
> Cc1ccc(N(C(=O)CCCC(=O)Nc2ccccn2)C(C(=O)NC2CCCC2)c2ccc(O)cc2)cc1C (stereo not given)
→ 22.2, -7.4, 0.928, -2.9, 7.2, 6.0, 8.1, 0.9, 0.0
> O=C(N/N=C/c1ccc(OCC(=O)N2CCCC2)cc1)C(=O)NC1CC1
→ 3.7, 0.2, 0.916, 0.5, 8.4, 7.7, -7.2, -5.0, -3.6
> COc1ccc(-c2cc(=O)oc3c(C)c(OCC(=O)NCCCn4ccnc4)ccc23)cc1
→ 1.2, -2.6, 0.932, 14.1, 6.8, -1.1, -13.7, 1.2, -4.6
> O=C(CCc1ccccc1)NNC(=O)c1ccccc1Br
→ -4.4, -2.7, 1.07, 4.9, -7.4, 3.2, -20.5, 4.5, -1.4
> O=C1CC(c2ccco2)Cc2nc(Nc3ccc(F)cc3)ncc21 (stereo not given)
→ 0.2, 2.7, 1.06, 37.2, -6.2, 11.1, 13.1, 3.4, -3.1
> CC(/C=N/n1c(-c2ccccn2)n[nH]c1=S)=C\c1ccccc1
→ 12.9, 51.0*, 0.926, 21.7, 7.4, 3.9, -10.2, 1.7, -3.2
> COc1ccc(OC)c(N(CC(=O)N2CCN(c3cc(Cl)ccc3C)CC2)S(C)(=O)=O)c1
→ 4.6, -0.7, 0.934, 23.9, 6.6, 14.6, -7.7, 2.7, -0.8
> O=c1cc(NCc2ccc3c(c2)OCO3)[nH]c(=O)n1-c1ccc(Cl)cc1
→ 4.2, -4.7, 0.989, 18.1, 1.1, -29.9, 3.2, -6.3, -0.5
> CC(C)CN(C(=O)CCCOc1ccc(Cl)cc1Cl)c1c(N)n(Cc2ccccc2)c(=O)[nH]c1=O
→ -8.2, -11.0, 1.08, 0.4, -8.3, 8.9, -27.1, 5.7, -5.8
